High-throughput results from PubChem.
Mito fusion act – qHTS Assay for Small Molecule Inhibitors of Mitochondrial Division or Activators of Mitochondrial Fusion; S. cerevisiae fusion-defective mutant growth rescue, CellTiterGlo 48 h; Potency, µM (titrated, usually from 46.1 µM), for the others: at the top dose growth rescue (activation), hits mostly activators; 0.23% of 320,000 active; AID 485298, 2010;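 also: potency is read from the fitted curve at half-maximal effect; % of control where 0% means no effect; nearly all actives have a fitted effect of over 45% in size; temperature-sensitive fusion mutants such as fzo1-1 at 37 °C on non-fermentable ethanol glycerol medium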
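S. cerevisiae fusion-defective temperature-sensitive mutants (e.g. fzo1-1, mgm1-5) grown 48 h at 37C in YPEG (ethanol/glycerol non-fermentable) medium with 23 nl compound per well; growth rescue read as CellTiterGlo luminescence.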
PTAP TSG101 blk – qHTS Assay for Iinhibitors of HIV-1 Budding by Blocking the Interaction of PTAP/TSG101. Potency, µM (doses to about 115 µM), inactives show at the highest dose activity change, negative = inhibition, usual class: inhibitors. AID 493005, 2010. Tumor susceptibility gene 101 protein (Homo sapiens), Q99816. Fluorescence polarization, FITC-PTAP peptide / Tsg101 binding. 340,000 tested, under 10 active; active = well fitted inhibition curve with a large enough effect in the main read-out, with a control signal flat, not every such curve was filed as active; inconclusive = small, poorly fitted or top-dose-only effect, or effect the other way, or a change in a side signal; inactive = no such curve, though single readings can be large or run the other way; also: potency is read from the fitted curve at half-maximal effect; % of control where 0% means no effect
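Fluorescence polarization binding of Tsg101 binding domain (10 uM final) to FITC-labeled PTAP peptide (50 nM final) in HEPES pH 7.5 buffer with NaCl, Tween 20, EDTA, TCEP. Compounds added before peptide; binding 20 min at RT.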
uPA surface inh – qHTS for Inhibitors of Cell Surface uPA Generation | cell surface uPA generation assay, qHTS | Potency, µM (series often up to 38.3 µM), for the others: at the top dose activity change, negative = inhibition, usual class: inhibitors | 0.31% of 330,000 active; active = well fitted inhibition curve with a large enough effect; inconclusive = small, poorly fitted or top-dose-only effect; inactive = no such curve, though single readings can be large or run the other way; tested in mouse RAW 264.7 cells; also: potency is read from the fitted curve at half-maximal effect; % is scaled to controls: 0 for no effect and ±100 for the full control effect; nearly all actives have a fitted effect of over 55% in size
ELG1 repair inh – qHTS screen for small molecules that inhibit ELG1-dependent DNA repair in human embryonic kidney (HEK293T) cells expressing luciferase-tagged ELG1. 2.3% of 330,000 active. Potency, µM (series often up to 46.1 µM), for the others: at the top dose activity change, negative = inhibition, usual class: inhibitors. AID 504467, 2011. HEK293T ELG1-luciferase reporter, luminescence, 16 h; DNA damage induced by 5-fluorouridine; also: potency is read from the fitted curve at half-maximal effect; % is scaled to controls: 0 for no effect and ±100 for the full control effect; nearly all actives have a fitted effect of over 55% in size
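DMSO vehicle served as the neutral condition. Each well held 2,000 cells given 5-fluorouridine plus compound; after 16 hr at 37 °C/5% CO2, ONE-Glo was added and luciferase measured 30 min later.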
B2AR arrestin – qHTS assay of beta-arrestin-biased ligands of beta2-adrenergic receptor | Beta-2 adrenergic receptor (Homo sapiens), P07550 | beta-arrestin recruitment to beta2AR, cell-based reporter | Potency, µM (series often up to 46.1 µM), for inactives: at the highest dose activation, most hits filed as activators | 0.02% of 330,000 active | AID 492947, 2010;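 also: potency is read from the fitted curve at half-maximal effect; 0% = DMSO controls and full agonism = EC100 isoproterenol or metaproterenol; nearly all actives have a fitted effect of over 65% in size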
USP2a block – qHTS Assay for Inhibitors of Ubiquitin-specific Protease USP2a Using CHOP2 as the Reporter. Ubiquitin carboxyl-terminal hydrolase 2 (Homo sapiens), O75604. USP2 core, Ub-CHOP2 coupled fluorogenic reporter, 485/531. Potency, µM (series often up to 38.3 µM), for inactives: at the top dose activity change, negative = inhibition, hits mostly inhibitors. 0.01% of 330,000 active. AID 463254, 2010;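 also: potency is read from the fitted curve at half-maximal effect; plate controls were DMSO wells for no effect and full inhibition by NEM control for full effect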
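Cell-free coupled assay: 10nM USP2 core preincubated 30min RT with compound in Tris-HCl pH 8.0/CaCl2/CHAPS buffer, then 25nM Ub-CHOP2 and 25nM reporter substrate; fluorescence (Ex 485/Em 531) read after 60min RT, normalized to NEM inhibition, concentration-response curves fitted.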
Tb PFK block – qHTS Assay to Find Inhibitors of T. brucei phosphofructokinase | ATP-dependent 6-phosphofructokinase (Trypanosoma brucei brucei), O15648 | T. brucei PFK, ADP-Glo luminescence | Potency, µM (highest dose often 57.5 µM), inactives show at the highest dose activity, negative = inhibition, actives largely listed as inhibitors | 0.17% of 330,000 active;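 also: potency is read from the fitted curve at half-maximal effect; 0% = uninhibited 1x PFK enzyme wells and -100% = no-enzyme wells; nearly all actives have a fitted effect of over 60% in size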
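Compounds were pin-transferred as a titration series up to 57 uM into substrate buffer (0.5 mM F6P, 0.1 mM ATP, pH 8.0), then 1.25 nM PFK was added and reactions ran 45 min before ADP-Glo detection.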
BCR signal inh – qHTS Assay to Find Inhibitors of Chronic Active B-Cell Receptor Signaling; ABC-DLBCL IkBa-CBG/CBR reporter, luminescence ratio, 4 h; Potency, µM (series often up to 46.1 µM), without a hit: at the highest dose ratio change, negative = lower green/red ratio, usual class: inhibitors; 0.05% of 340,000 active; AID 493014, 2011; active = well fitted inhibition curve with a large enough effect in the signal ratio, with a control signal flat, not every such curve was filed as active; inconclusive = small, poorly fitted or top-dose-only effect, or effect the other way, or a change in a side signal; the % refers to the signal ratio;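 also: potency is read from the fitted curve at half-maximal effect; plate controls were basal doxycycline-induced cells for no effect and cells given 10 µM MG132 for full effect; MG132 reads +100%, hits lower the ratio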
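TMD8 human ABC-DLBCL cells with doxycycline-inducible IκBα–green luciferase fusion and unfused red luciferase, in 0.5% FBS medium; compounds up to 46 uM, 4 h at 37C. Green/red luminescence ratio, filter-overlap corrected, fitted to concentration-response curves.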
TCR activator – Activators of T cell receptors: qHTS campaign; primary human leukocytes, anti-CD3, IL-2 HTRF, 48 h; Potency, µM (series often up to 9.22 µM), for inactives: at the highest dose activation of IL-2 secretion, most hits filed as activators; 330,000 tested, under 10 active; AID 504894, 2011; also: % of control where 0% means no effect
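Human primary leukocytes + a-CD3 beads + cpd, 48 hr; IL-2 in supernatant by HTRF (ex 320nm / em 665nm). No co-stimulatory signal supplied.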
TSHR antag – Antagonists of the Thyroid Stimulating Hormone Receptor: HTS campaign; activity change, negative = inhibition, % at 11.5 µM; TSHR-expressing cells, TSH-stimulated cAMP HTRF, 2 h; hits give low values; 0.2% of 330,000 active; Thyrotropin receptor (Homo sapiens), P16473;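 active = activity change below a set negative limit, meaning inhibition stronger than a set level, cut at about -70% in these data; inconclusive = activity change between two set negative limits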; also: % is scaled to controls: 0 for no effect and ±100 for the full control effect
Target sequence (P16473 whole entry, looked up): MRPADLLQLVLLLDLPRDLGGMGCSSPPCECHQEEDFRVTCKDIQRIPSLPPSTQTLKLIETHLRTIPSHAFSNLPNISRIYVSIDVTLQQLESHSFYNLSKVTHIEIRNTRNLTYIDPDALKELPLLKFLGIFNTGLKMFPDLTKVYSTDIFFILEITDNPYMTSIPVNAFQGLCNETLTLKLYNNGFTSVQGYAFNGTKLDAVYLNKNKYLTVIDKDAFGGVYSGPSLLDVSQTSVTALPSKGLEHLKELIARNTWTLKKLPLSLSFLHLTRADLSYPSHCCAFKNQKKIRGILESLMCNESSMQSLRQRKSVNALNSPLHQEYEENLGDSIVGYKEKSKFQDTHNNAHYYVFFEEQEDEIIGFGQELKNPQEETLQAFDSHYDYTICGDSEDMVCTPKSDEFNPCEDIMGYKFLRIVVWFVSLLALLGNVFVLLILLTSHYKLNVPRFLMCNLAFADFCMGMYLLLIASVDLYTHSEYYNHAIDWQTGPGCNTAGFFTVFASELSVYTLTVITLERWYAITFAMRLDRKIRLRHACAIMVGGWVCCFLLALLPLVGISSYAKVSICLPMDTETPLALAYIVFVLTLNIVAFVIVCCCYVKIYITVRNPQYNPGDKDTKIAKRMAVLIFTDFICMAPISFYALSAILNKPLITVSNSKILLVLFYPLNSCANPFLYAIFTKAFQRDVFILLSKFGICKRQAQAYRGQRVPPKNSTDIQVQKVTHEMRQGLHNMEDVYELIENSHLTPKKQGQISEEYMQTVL
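TSHR-expressing cells were treated with compounds, then stimulated with TSH at EC80 (4nM final) for 2 hours at 37 deg C. Cellular cAMP was measured by HTRF competition between lysate cAMP and cAMP-d2 for a cryptate-labelled anti-cAMP antibody.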
Eya2 inh – qHTS Assay for Inhibitors of the Phosphatase Activity of Eya2; recombinant Eya2, OMFP fluorescence dephosphorylation (OMFP is methylfluorescein phosphate); 0.006% of 330,000 active; Potency, µM (series often up to 76.9 µM), for inactives: at the highest dose activity, negative = inhibition, hits mostly inhibitors; also: potency is read from the fitted curve at half-maximal effect; % is scaled to controls: 0 for no effect and ±100 for the full control effect
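Eya2 protein (added as 0.2 uM solution) was preincubated with compound for 10 min at ambient temperature in 50 mM HEPES pH 7.5, 50 mM NaCl, 5 uM MgCl2, 0.05% BSA, 1 mM DTT. OMFP (added at 50 uM) then reacted 10 min; fluorescence read at 485/525 nm.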
* marks the source's active call; other numbers are inactive results; u = inconclusive; x = no result given; [ ] = dose if it differs, or a comment. Unless noted, calls follow the shape of the dose curve; as a rule, active = well fitted curve in the direction sought with a large enough effect; inconclusive = small, poorly fitted or top-dose-only effect, or another doubt; inactive = no such curve, though single readings can be large; an effect the other way counts as inactive or inconclusive. Compounds as they come (roughly 3% active in at least one column).

SMILES | Mito fusion act | PTAP TSG101 blk | uPA surface inh | ELG1 repair inh | B2AR arrestin | USP2a block | Tb PFK block | BCR signal inh | TCR activator | TSHR antag | Eya2 inh
COc1ccccc1CNC(=O)CSc1ccsc1[N+](=O)[O-] | -6% | -1% | -15% | u | 0.3% | 2% | -14% | 11% | 3% | 1 | -3%
CCOC(=O)c1c(C)c(C(=O)N2CCN(C(=O)c3ccco3)CC2)c(C)n1C | 3% | -13% | x | 2% | 0.2% | 0% | 2% | -21% | 3% | 39 | 12%
COCCn1c(N)c(Sc2ccc([N+](=O)[O-])cc2)c(=O)[nH]c1=O | -2% | -2% | 1% | 8% | -1.0% | 3% | -1% | 7% | -5% | -3 | 8%
CCCOc1ccc(C(=O)OCC(=O)NCCc2ccc(OCC)c(OCC)c2)cc1OC | -1% | 1% | -3% | u | 0.5% | -4% | -4% | -6% | -5% | -10 | 0%
CCC(C)NC(=O)C1CCN(S(=O)(=O)N2CCOCC2)CC1 (configuration not stated) | 5% | -7% | 13% | 15% | -0.2% | 4% | -14% | 0% | 3% | 5 | 12%
CCOc1cc(/C=N/NC(=O)CN2CCCCC2)ccc1OCc1ccccc1 | 5% | -8% | 0% | 15% | -0.1% | 2% | 3% | -9% | -6% | 10 | -18%
CC(C)c1ccc(NC(=S)NNC(=O)C2CC2)cc1 | -1% | -6% | 6% | 3% | 0.4% | 0% | -6% | u | -1% | -5 | -1%
CN1C=CC(=CC=C2C=CC(=O)C=C2)C=C1 | 15% | 3% | 20% | 7% | -0.3% | 4% | 1% | -3% | -1% | -13 | 21%
COc1ccccc1-n1c(SCC(=O)N2CCCC2)nnc1-c1ccccc1 | -1% | -1% | 6% | -8% | -0.9% | 0% | -1% | 0% | -5% | -2 | 14%
CCc1nn(CC(=O)NCCCN2CCN(CC)CC2)c(=O)c2cc3occc3n12 | 0% | -1% | 1% | 22% | 0.2% | 4% | -1% | -2% | 1% | 3 | 7%
Cc1onc(-c2ccccc2Cl)c1C(=O)N1CCCCC1 | -4% | -7% | 3% | 0% | -0.4% | 4% | 3% | 0% | -1% | -7 | -1%
CN(C)S(=O)(=O)c1cccc(-c2nn(-c3ccccc3)cc2/C=C2\SC(=S)N(CC(=O)O)C2=O)c1 | -2% | -3% | 2% | u | -0.1% | 2% | 0% | 6% | -4% | -13 | 1%
Cc1cnc(NC(=O)C(C)N2C(=O)C3CC=CCC3C2=O)s1 (configuration not stated) | -1% | -2% | -1% | 0% | -0.1% | -1% | -3% | 2% | -2% | -6 | -8%
COc1ccc(OC)c(-c2nnc3n2N=C(c2ccc(OC(F)F)c(OCC4CC4)c2)CS3)c1 | x | -2% | u | 12µM* | 0.0% | -10% | 7% | u | 1% | 146 | -1%
O=C(NCc1ccc(OC(F)(F)F)cc1)C1CC(c2ccccc2[N+](=O)[O-])=NO1 (configuration not stated) | 4% | x | 6% | u | 0.2% | -6% | -3% | 2% | -5% | -28 | -18%
O=C(CCC(=O)Nc1nnc(C2CCCCC2)s1)NCc1ccc(F)cc1 | -2% | -5% | 4% | 14% | -0.4% | 3% | -1% | u | -7% | 0 | -5%
O=C(CC1C(=O)NCCN1Cc1c(F)cccc1Cl)NCCCn1cccn1 (configuration not stated) | 2% | -1% | -6% | 18% | -0.5% | -3% | 1% | -5% | 3% | -3 | 24%
CCCCC(=O)N=c1sc2cc([N+](=O)[O-])ccc2n1C | -1% | -3% | 2% | u | 4.2% | 3% | -1% | u | 2% | -3 | 7%
C#CCSc1nccc(-c2nn(-c3ccc(C)cc3)ccc2=O)n1 | 3% | -1% | -4% | 9.2µM* | 0.4% | -3% | -1% | -16% | 3% | -2 | -1%
Cc1c(C(=O)c2ccc(Cl)c([N+](=O)[O-])c2)c2ccccn2c1CCC#N | u | -2% | -14% | 15% | 0.0% | 2% | -2% | u | 0%[46.1 µM] | -26 | 0%
O=C(Nc1cc(S(=O)(=O)Nc2ccccc2Cl)ccc1O)c1cc2c(s1)CCCC2 | -1% | -2% | -7% | -2% | -0.8% | 4% | 1% | -6% | 3% | -12 | 2%
CCN(CC)c1nc(-c2ccc(C(=O)NN)cc2)nc(-c2ccc(C(=O)NN)cc2)n1 | -1% | -3% | 4% | 3% | -1.2% | 2% | -2% | u | -2% | -7 | 11%
CCOc1ccc(C(=O)N2CCN(c3cnn(-c4ccccc4)c(=O)c3Cl)CC2)cc1 | -4% | 0% | 3% | 2% | -0.3% | -4% | 1% | 3% | x | 1 | -5%
CCc1noc(C)c1C(=O)OCC(=O)Nc1ccccc1SC | 12% | -8% | u | 13% | -0.1% | 1% | 1% | u | -2% | -2 | 15%
O=C(CN1CCC(NC(=O)c2ccc(Br)cc2)CC1)NCc1cccs1 | -12% | 0% | u | -6% | -0.3% | 2% | 0% | 3% | -8% | -7 | -1%

(cont.)
SMILES | Mito fusion act | PTAP TSG101 blk | uPA surface inh | ELG1 repair inh | B2AR arrestin | USP2a block | Tb PFK block | BCR signal inh | TCR activator | TSHR antag | Eya2 inh
COCCN1CC(C(=O)N2CCC(Oc3ccccc3OC)CC2)CCC1=O (configuration not stated) | 0% | 2% | 3% | 4% | -0.3% | 0% | -2% | -4% | -3% | -1 | 1%
COC/C=C/C1=CC2=CC(=O)C(C)(OC(=O)c3ccco3)C(=O)C2=CO1 (configuration not stated) | -10% | x | x | 16% | -0.2% | 8% | 1% | 8% | x | -6 | -4%
O=C1C=C(c2ccc(C(=O)O)cc2)C[C@@H](c2ccc(Cl)cc2)C1 | 4% | -3% | 11% | u | -0.1% | 1% | -8% | -2% | -2% | -5 | 17%
Cc1ccc(NC2SC(=O)N(Cc3cccc(C(=O)O)c3)C2=O)c(C)c1 (configuration not stated) | -1% | -1% | -17% | 9% | -0.6% | 8% | 3% | 8% | 13% | -4 | 3%
COc1ccc(-c2noc(-c3ccc(Br)o3)n2)cc1 | 6% | -2% | -3% | u | -0.3% | -4% | -4% | u | 4% | -11 | -4%
CC1=C(C(=O)Nc2ccccn2)C(c2ccccc2)n2ncnc2N1 (configuration not stated) | -2% | -1% | 4% | 17% | 0.2% | 1% | -2% | 7% | -1% | 7 | -9%
COc1cccc(/C=N/n2c(C)nc3ccccc32)c1OC | 2% | -7% | -6% | u | -0.6% | -1% | -3% | 4% | -1% | -26 | -30%
CCCC1Cc2c(sc3nc(SC)nc(N)c23)CO1 (configuration not stated) | 1% | -7% | -2% | -10% | 0.1% | -2% | -5% | 4% | -9% | -5 | 2%

Random excerpt: 3 entries already listed.
SMILES | Mito fusion act | PTAP TSG101 blk | uPA surface inh | ELG1 repair inh | B2AR arrestin | USP2a block | Tb PFK block | BCR signal inh | TCR activator | TSHR antag | Eya2 inh
COc1ccc(-c2noc(-c3ccc(Br)o3)n2)cc1 | 6% | -2% | -3% | u | -0.3% | -4% | -4% | u | 4% | -11 | -4%
COCCN1CC(C(=O)N2CCC(Oc3ccccc3OC)CC2)CCC1=O (configuration not stated) | 0% | 2% | 3% | 4% | -0.3% | 0% | -2% | -4% | -3% | -1 | 1%
COC/C=C/C1=CC2=CC(=O)C(C)(OC(=O)c3ccco3)C(=O)C2=CO1 (configuration not stated) | -10% | x | x | 16% | -0.2% | 8% | 1% | 8% | x | -6 | -4%
